# 12-hLO inh: qHTS Assay for Inhibitors of 12-hLO (12-human lipoxygenase) | purified 12-hLO, xylenol orange hydroperoxide absorbance | Potency, µM (highest dose often 57.1 µM), inactives show at the highest dose activity change, negative = inhibition, most hits filed as inhibitors | 150,000 compounds, 0.12% hits; also: potency is read from the fitted curve at half-maximal effect; nearly all actives have a fitted effect of over 55% in size; many of its hits are not listed in these tables
#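 Hydroperoxide formation by human 12-lipoxygenase from 40 uM arachidonic acid was followed colorimetrically via ferric-xylenol orange complex, using the 573/405 nm absorbance ratio. Enzyme concentration was 150 nM, with 30 min reaction at room temperature.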
# PNC assembly inh: High Content Assay for Compounds that inhibit the Assembly of the Perinucleolar Compartment; AID 2417, 2010; activity change (PNC), negative = inhibition, % at 10 µM; PC3M PTB-GFP, PNC prevalence imaging, 16 h; stronger effect = lower value; 140,000 compounds, 3.1% hits;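 active = readout at or below -70, meaning at least 70% loss of cells showing the perinucleolar compartment, a nuclear body marking cancer cells; inconclusive = readout between -30 and a set limit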;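 also: plate controls were DMSO wells for no effect and camptothecin positive control wells for full effect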
#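 Read-out is percentage of cells bearing a perinucleolar compartment, from automated 20x imaging of fixed, Hoechst-stained PC3M PTB-GFP cells. Cells were seeded 4 h, then exposed 16 h to compound (23 nl of library stock) in duplicate plates.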
# IMPase cell inh: qHTS Assay for Identifying the Cell-Membrane Permeable IMPase Inhibitors | 120,000 tested, under 10 active | inhibition (IP1 accumulation), % at 46.1 µM | CHO-M1 cells, IP1 accumulation, HTRF TR-FRET ratio | Inositol monophosphatase 1 (Rattus norvegicus), P97697 | AID 901, 2007; active = well fitted curve in the direction sought with a large enough effect in the signal ratio, not every such curve was filed as active; inconclusive = small, poorly fitted or top-dose-only effect, or a change in a side signal; inactive = no such curve, though single readings can be large or run the other way; the % refers to the signal ratio;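 also: cells stimulated with carbachol in lithium chloride buffer; plate controls were DMSO basal wells for no effect and reference inhibitor wells for full effect; higher means more IMPase inhibition seen as more IP1 and lower FRET ratio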
# Target sequence (P97697 whole entry, looked up): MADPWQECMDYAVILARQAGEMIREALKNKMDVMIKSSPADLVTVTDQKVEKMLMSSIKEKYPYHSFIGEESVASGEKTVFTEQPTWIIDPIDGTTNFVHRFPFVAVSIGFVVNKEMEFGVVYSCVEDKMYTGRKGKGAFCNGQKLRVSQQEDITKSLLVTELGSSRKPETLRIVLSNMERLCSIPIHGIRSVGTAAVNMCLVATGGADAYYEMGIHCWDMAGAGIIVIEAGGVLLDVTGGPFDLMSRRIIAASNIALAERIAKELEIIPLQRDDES
#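 Cellular IMPase inhibition is scored as a rise in cytosolic IP1, detected by competitive TR-FRET between d2-labelled IP1 and a europium anti-IP1 antibody. M1-expressing CHO cells were stimulated with carbachol for 30 min at 37C, with lithium (50 mM LiCl) present in the buffer.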
# 15-hLO-2 inh: qHTS Assay for Inhibitors of 15-hLO-2 (15-human lipoxygenase 2); Polyunsaturated fatty acid lipoxygenase ALOX15B (Homo sapiens), O15296; purified 15hLO-2, xylenol orange hydroperoxide absorbance; Potency, µM (highest dose often 57.1 µM), without a hit: top-dose activity change, negative = inhibition, most hits filed as inhibitors; 110,000 compounds, 0.56% hits; also: potency is read from the fitted curve at half-maximal effect; nearly all actives have a fitted effect of over 60% in size; many of its hits are not listed in these tables
# Target sequence (O15296 whole entry, looked up): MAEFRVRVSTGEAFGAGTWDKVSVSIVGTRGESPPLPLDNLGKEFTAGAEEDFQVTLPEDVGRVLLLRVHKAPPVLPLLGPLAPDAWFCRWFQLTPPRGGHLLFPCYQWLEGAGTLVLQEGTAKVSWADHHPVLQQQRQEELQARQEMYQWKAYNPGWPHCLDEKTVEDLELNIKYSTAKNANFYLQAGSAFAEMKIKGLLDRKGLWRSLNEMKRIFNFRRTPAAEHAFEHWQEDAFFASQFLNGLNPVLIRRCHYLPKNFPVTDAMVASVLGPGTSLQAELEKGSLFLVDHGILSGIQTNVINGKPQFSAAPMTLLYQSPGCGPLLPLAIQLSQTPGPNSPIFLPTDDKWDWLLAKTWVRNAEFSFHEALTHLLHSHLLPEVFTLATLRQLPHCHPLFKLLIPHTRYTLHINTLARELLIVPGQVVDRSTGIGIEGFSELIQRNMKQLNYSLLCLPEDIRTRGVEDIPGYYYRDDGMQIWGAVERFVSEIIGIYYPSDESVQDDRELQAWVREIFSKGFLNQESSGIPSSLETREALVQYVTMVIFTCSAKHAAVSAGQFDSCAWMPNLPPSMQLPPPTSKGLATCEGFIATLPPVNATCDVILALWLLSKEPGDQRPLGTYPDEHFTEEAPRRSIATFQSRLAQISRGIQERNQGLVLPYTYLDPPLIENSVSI
#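 Purified human 15hLO-2 (50 nM) preincubated 15 min with compound, then 45 uM arachidonic acid for 90 min at RT in 25 mM Hepes pH 7.5, 0.01% Triton X-100. Hydroperoxide detected by Fe-xylenol orange; 573/405 nm absorbance ratio.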
# * hit, by the source's call; ? = inconclusive; . = not tested or not shown; [ ] = dose if it differs, or a comment. Unless noted, calls follow the shape of the dose curve; as a rule, active = well fitted curve in the direction sought with a large enough effect; inconclusive = small, poorly fitted or top-dose-only effect, or another doubt; inactive = no such curve, though single readings can be large; an effect the other way counts as inactive or inconclusive. Unless noted, % is scaled to controls: 0 for no effect and ±100 for the full control effect. This is a subset; count on the stated rates, not on these rows.
SMILES,12-hLO inh,PNC assembly inh,IMPase cell inh,15-hLO-2 inh
Cc1cccc(OCCCC(=O)Nc2ccc(N3CCOCC3)cc2)c1,-3.3%,5.7,1.8,10.7%
CC(C)[C@H](NC(=O)Cc1ccccc1)C(=O)OCc1cc(=O)n2c(n1)sc1ccccc12,1.4%,12.9,-7.4,.
CC(Sc1ccc(Cl)cc1)C(=O)NCC1CCCO1 (centres undefined),2.7%,17.5,-1.6,-0.9%
CCOC(=O)C1=C(CC)Nc2ccccc2N=C1NC(=O)c1cc(S(=O)(=O)N(C)C)ccc1Cl,-2.2%,8.6,-1.6,-0.5%
Cc1c(NC(=O)CCC(=O)N2CCOCC2)c(=O)n(-c2ccccc2)n1C,6.0%,-9.5,0.5,.
CCC(=NCCc1ccccc1)C1=C(O)CCC1=O,-7.7%,-5.6,-1.0,-0.1%
COc1ccc(OCCNC(=O)c2ccccc2OCC(=O)N2CCCCC2)cc1,-3.5%,?,-2.7,.
Cc1cc2cc(C)c3nnc(SCC(=O)N4CCCc5ccccc54)n3c2cc1C,-0.6%,-0.6,11.9[1.84 µM],4.3%[11.4 µM]
CC(=O)c1coc2ccc(OCCN3CCCCC3)cc12,-4.4%,12.5,-8.9,0.6%
O=C(Nc1ccccn1)C1CCN(S(=O)(=O)c2cccs2)CC1,-7.1%,-1.4,-4.8,-1.3%
COc1ccc(N2CCN(C(=O)CSc3nc4cc(OC)c(OC)cc4cc3C#N)CC2)cc1,-10.3%,-23.2,3.5,-12.9%
O=C(CCN1CCN(c2ccccc2)CC1)Nc1ccc(Cl)cc1,12.2%,-22.5,-15.1,.
OC(COCCOc1ccc(Br)cc1)CN1CCCCC1 (centres undefined),9.8%,-0.2,.,.
CC(C)CC(COCc1ccc(C(F)(F)F)cc1)N1CCN(C(=O)c2ccc(C(F)(F)F)cc2)CCC1=O (centres undefined),-3.9%,11.7,.,.
Cc1cccc(-n2c(SCC(=O)NC3CCCC3)nnc2-c2ccoc2C)c1,12.1%,-29.1,8.9,.
CCc1ccc(OC(=O)c2ccn(CC)n2)cc1,-8.6%,-10.6,0.6,-4.0%
Cc1ccc2c(c1)C(O)(CC(=O)/C=C/C=C/c1ccccc1)C(=O)N2 (centres undefined),-0.9%,-91.9*,.,.
CCOc1ccc(N=C2SC(C(=O)O)CC(=O)N2C)cc1 (centres undefined),2.3%,-24.1,1.8,0.3%
Cc1nn(C(=O)c2ccco2)c(C)c1Sc1ccccc1,-0.6%,40.2,-2.0,15.1%
COC1=Cc2c(ccc3ccc(=O)oc23)OC1(C)C,-2.2%,23.3,10.4,6.2%
CC(=O)Nc1ccc(S(=O)(=O)NCC2CCC(C(=O)NCCC(C)C)CC2)cc1 (centres undefined),-0.6%,-18.4,5.7,8.5%
O=C(C1CCC(CNS(=O)(=O)c2cccc3cccnc23)CC1)N1CCCC1 (centres undefined),-1.9%,?,3.3,.
CCOC(=O)C(CC)(CCC(=O)O)c1csc(N)n1 (centres undefined),-1.9%,?,0.8,4.1%
Nc1c(Cl)cc(Cl)cc1C(=O)OCC(=O)NC1CC1,-3.6%,-27.0,-10.9,-10.8%
C=CCS/C(=N\n1cnc2ccccc2c1=O)N1CCCCC1,-3.5%,?,1.5,-2.1%
CC(C)(C)Nc1cccccc1=O,-4.5%,-9.7,4.4,-10.4%
CC(c1ccccc1)C1C(C#N)=C(N)SC(N)=C1C#N (centres undefined),-21.4%,7.0,12.2,-13.8%
Cc1cccc(N2CC(C(=O)O)CC2=O)c1 (centres undefined),-2.9%,?,5.8,-1.6%
COC(=O)NC(NC(=S)Nc1ccccc1OC)C(Cl)(Cl)Cl (centres undefined),-0.1%,87.3,-3.3,.
Cc1ccc(Cn2c(SCC(=O)N3CC(=O)Nc4ccccc43)nc3ccccc3c2=O)cc1,-1.1%,-27.9,-1.5,.

# Two of the compounds above, as tab-separated lines.
Compound	12-hLO inh	PNC assembly inh	IMPase cell inh	15-hLO-2 inh
C=CCS/C(=N\n1cnc2ccccc2c1=O)N1CCCCC1	-3.5%	?	1.5	-2.1%
CC(C)(C)Nc1cccccc1=O	-4.5%	-9.7	4.4	-10.4%

# (listing goes on)
SMILES,12-hLO inh,PNC assembly inh,IMPase cell inh,15-hLO-2 inh
CCOC1(OCC)N=C(N)C2(C#N)C(c3cccc(C)c3)C12C#N (centres undefined),3.2%,-24.9,0.8,-1.8%
Cn1c(SCc2ccccc2)nnc1-c1cccs1,-1.0%,-14.2,-2.2,-0.6%
CCN(C#N)c1nc(NC(C)C)nc(NC(C)C)n1,-0.3%,29.3,-0.2,1.0%
COc1ccccc1N1CCN(CCC(=O)Nc2ccc3c(c2)OCO3)CC1,1.7%,-23.5,-1.4,17.7%
CCN(CC)C(=O)c1cc2cc([N+](=O)[O-])ccc2s1,1.6%,-10.2,-4.3,0.8%
O=C(c1ccc(COc2ccccc2Br)o1)N1N=C(C(F)F)CC1(O)C(F)F (centres undefined),0.1%,?,.,.
Cc1[nH]c2ccccc2c1C(=O)CN1C(=O)NC2(CC(C)CC(C)(C)C2)C1=O (centres undefined),-0.6%,-20.6,.,.
CC(C)Sc1nc(N2CCOCC2)c2c3c(sc2n1)COC(C)(C)C3,1.5%,30.6,1.5,25.0%
CC(C)Cn1c(=O)c(C(=O)Nc2cnccn2)c(O)c2ccccc21,4.1%,-24.1,-6.8,3.7%
CC(=O)c1ccc(NC(=O)C2CCCN2S(=O)(=O)c2cccc3cccnc23)cc1 (centres undefined),1.9%,38.6,-4.6,-4.8%
O=C(Nc1cccc2ncccc12)c1cccc(F)c1,-0.6%,49.9,-1.7,-0.9%
NS(=O)(=O)c1cc(C(=O)OCC(=O)NC2CC2)ccc1Cl,2.3%,1.8,-0.3,-0.2%
CC1CCN(S(=O)(=O)c2cccc(C(=O)Nc3ccccn3)c2)CC1,2.6%,?,11.5,5.2%
CC1(C)CC(=O)C=C(NCc2ccccc2)C1,2.5%,?,3.1,-15.6%
O=C(CSc1nc2ccccc2o1)Nc1ccccc1,-4.1%,40.7,-3.6,-4.7%

# Brought forward from above: 4 entries, followed by the next part.
SMILES,12-hLO inh,PNC assembly inh,IMPase cell inh,15-hLO-2 inh
NS(=O)(=O)c1cc(C(=O)OCC(=O)NC2CC2)ccc1Cl,2.3%,1.8,-0.3,-0.2%
CC1CCN(S(=O)(=O)c2cccc(C(=O)Nc3ccccn3)c2)CC1,2.6%,?,11.5,5.2%
CC1(C)CC(=O)C=C(NCc2ccccc2)C1,2.5%,?,3.1,-15.6%
O=C(CSc1nc2ccccc2o1)Nc1ccccc1,-4.1%,40.7,-3.6,-4.7%
COc1ccc(OC)c(S(=O)(=O)Nc2ccc(O)c3ccccc23)c1,-18.2%,?,14.0,15.8µM*
O=S(=O)(NCc1cccnc1)c1cccc2nsnc12,-6.6%,?,-3.9,-11.5%
CCC(Sc1nc(=O)cc(N)n1CCc1ccccc1)C(=O)Nc1ccccc1C#N (centres undefined),-2.2%,9.0,-6.8,-3.6%
Cc1c(C(=O)N2CCC(C(N)=O)CC2)sc(N)c1C#N,0.7%,?,9.5,-0.5%
CC1N(O)C(C)(C)C(c2ccccc2)=[N+]1[O-] (centres undefined),3.0%,39.5,-15.5,.
O=[N+]([O-])c1cccc(CN(CCO)Cc2ccccc2)c1,1.5%,21.3,1.2,-1.2%
CC(NC(=O)Cc1ccccc1)c1cc2c(cc1Br)OCCCO2 (centres undefined),-2.2%,?,.,.
Cc1c(C)c2ccc(OS(C)(=O)=O)cc2oc1=O,18.0%,39.0,.,.
O=C1CCCN1CN(C(=O)c1ccc2c(c1)OCO2)c1cccc(Cl)c1,-4.1%,?,8.8,2.3%
CCCCN1C2=NCCCN2c2ccccc21,2.7%,13.4,13.5,2.6%
Cc1ccc(C(=O)CSc2nnnn2C(C)C)c(C)c1,-4.5%,-11.4,-2.1,11.1%
Cc1ccccc1NC(=O)CSC1=NCCN1,-5.3%,-18.2,10.8,.
c1ccc(NN(Cc2cnccn2)c2ccccc2)cc1,-8.6%[11.4 µM],.,.,-26.5%[11.4 µM]
COc1ccc(O[C@H]2C=C[C@@H](c3ccccc3)O[C@@H]2CO/N=C(\C)CCN2CCc3nc(-c4ccccc4)c(-c4ccccc4)cc3C2)cc1,-4.3%,?,.,.
CC1CN(CCOc2ccc(Cl)cc2Cl)CC(C)O1 (centres undefined),0.6%,?,.,.
COc1ccccc1Nc1nc(-c2sc(NC(=O)c3ccc([N+](=O)[O-])cc3)nc2C)cs1,2.4%,29.6,2.8,8.3%
Cc1cc(C)c2oc(-c3ccc(C)c(NC(=S)NC(=O)c4cccs4)c3)nc2c1,-0.5%,89.2,-2.3,?
COc1ccc(-c2nnc(N(C)C(=O)c3cccnc3)s2)cc1,0.2%,29.2,?,3.3%
COC(=O)C(C)Sc1nc2c(c(=O)n(C)c(=O)n2C)n1CCC(C)C (centres undefined),-2.8%,-6.9,.,.
Cn1c2ccccc2c2ncn(CCC3=CCCCC3)c(=O)c21,-11.9%,19.9,10.2,6.9%
COc1ccc(C2CC(=O)c3c(ccc4ccccc34)N2)cc1OC (centres undefined),-3.0%,34.2,3.2,-0.5%
CCOc1ccc(NC(=O)CSc2nnc(C3CC3)n2N)cc1,-4.4%,?,2.7,1.9%
NNC(=O)C=C1CCN(c2ncc(C(F)(F)F)cc2Cl)CC1,1.6%,37.8,3.7,-6.2%
CC(C)CC(OC(=O)c1cccs1)C(=O)NCc1ccco1 (centres undefined),-9.9%,-18.0,2.5,-24.1%
CCN(C(=O)COc1ccccc1)c1nnc(-c2cccnc2)s1,2.5%,2.2,2.9,5.2%
Nn1c(-c2cccc(Br)c2)n[nH]c1=S,-18.2%,-6.8,-2.8,?
Cc1cc(C)cc(OCC(=O)Nc2ccc(F)cc2)c1,-2.2%,1.3,-0.8,-29.9%
CCCCOC(=O)c1ccc(NC(=S)NC(=O)c2c(Cl)cnn2CC)cc1,-2.9%,47.2,-0.2,-24.0%
CCOC(=O)c1nnn(-c2nc(OC)nc(N(C)C)n2)c1-c1ccccc1,-1.4%,?,-6.5,-1.2%
CCNC(=O)NC(=O)C(C)OC(=O)C1CCN(S(=O)(=O)c2ccccc2F)CC1 (centres undefined),1.6%,-28.8,.,.
O=C(O)C[C@H](Cc1ccccc1)C(=O)O,-4.3%[11.4 µM],.,.,0.3%[11.4 µM]
OCCN(CO)CO,0.7%[11.4 µM],.,.,-5.7%[11.4 µM]
NCCC1([N+](=O)[O-])CCNCC1,5.7%[11.4 µM],.,.,49.3%[activator][11.4 µM]
COc1ccc(-c2cn3ccc4ccccc4c3n2)cc1,-20.3%,-29.6,0.6,.
C=CCNC(=O)c1ccc2nccnc2c1,5.9%,?,1.1,.
CCOc1ccc(-c2nc(CSCC(=O)N3CCN(c4cccc(OC)c4)CC3)c(C)o2)cc1,0.2%,40.9,16.9,9.5%
COc1ccccc1N1CCN(C(=O)c2ccc3c(=O)n(Cc4ccco4)c(=S)[nH]c3c2)CC1,-17.6%,?,11.8,-2.7%
CCC(C)C(NC(N)=O)C(=O)Nc1ccc(C)c(Cl)c1 (centres undefined),-1.8%,8.0,.,.
Cc1cc(C#N)c(C)n1-c1cc(C(F)(F)F)ccc1N1CCOCC1,-8.9%,-0.8,5.3,-2.0%

# With a hit mark in 15-hLO-2 inh, of those listed so far:
molecule | 12-hLO inh | IMPase cell inh | 15-hLO-2 inh
COc1ccc(OC)c(S(=O)(=O)Nc2ccc(O)c3ccccc23)c1 | -18.2% | 14.0 | 15.8µM*

# Screening results from PubChem.
